Compound activity deposited in PubChem by several laboratories.
RBBP9 inhibitor: inhibitors of human serine hydrolase RBBP9; O75884; recombinant RBBP9, FP-Rh probe fluorescence polarization; inhibition, % at 7.94 µM; 220,000 tested, 0.2% active; AID 1515;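 active = inhibition above the campaign mean of all tested compounds plus 3 SD, cut at about 14% in these data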;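 also: plate controls were DMSO wells with RBBP9 for no effect and wells lacking RBBP9 protein for full effect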
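Measured by: FP readout at 525/598 nm; material: recombinant human RBBP9; also added: Serine-hydrolase probe FP-Rh, 375 nM pre-mixing; medium: Tris buffer pH 8.0, NaCl, Pluronic; replication: one well per compound; doses: one concentration, 7.94 µM nominal, 0.794% DMSO; timing: preincubation 30 min plus labeling 45 min at 25 °C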
Runt-CBFb FRET: blocks binding of human RUNX1 Runt domain to CBFb. Q01196+Q13951. Cerulean-Runt/Venus-CBFb FRET ratio 530/480, 1 h. inhibition, % at 20 µM. 220,000 tested, 0.46% active. AID 1496;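 active = inhibition over about 50% at 20 µM in the single-dose screen, limit read from the data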;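 also: 0% = DMSO wells and 100% = excess unlabeled CBFb competitor control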
Target sequence (Q01196 whole entry, looked up, the tested form may be a part): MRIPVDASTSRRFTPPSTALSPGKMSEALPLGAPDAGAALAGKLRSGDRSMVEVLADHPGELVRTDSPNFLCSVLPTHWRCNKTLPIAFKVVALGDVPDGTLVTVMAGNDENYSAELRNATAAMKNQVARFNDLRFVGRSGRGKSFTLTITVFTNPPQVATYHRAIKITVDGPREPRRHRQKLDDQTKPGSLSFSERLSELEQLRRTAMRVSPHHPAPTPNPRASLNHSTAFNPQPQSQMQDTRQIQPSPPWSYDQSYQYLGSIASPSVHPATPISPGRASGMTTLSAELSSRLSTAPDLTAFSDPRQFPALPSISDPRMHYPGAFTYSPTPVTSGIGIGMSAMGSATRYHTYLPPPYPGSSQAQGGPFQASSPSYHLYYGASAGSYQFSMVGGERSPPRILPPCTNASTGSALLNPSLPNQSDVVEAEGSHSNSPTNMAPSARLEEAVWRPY
Target sequence (Q13951 whole entry, looked up, the tested form may be a part): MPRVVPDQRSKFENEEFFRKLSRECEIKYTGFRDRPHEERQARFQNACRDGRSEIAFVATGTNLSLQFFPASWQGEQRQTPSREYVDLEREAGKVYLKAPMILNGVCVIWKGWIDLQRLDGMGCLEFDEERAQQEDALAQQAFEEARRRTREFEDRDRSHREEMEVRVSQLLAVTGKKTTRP
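Assay system: Cerulean-Runt domain fusion protein, energy donor; Signal: fluorescence energy transfer, 422 nm excitation, 530/480 nm emission; Timing: 1 h compound exposure, room temperature; Control set: unlabeled CBFb; Medium: Tris buffer pH 7.5 with salts and BSA; Compound: single test concentration of 20 µM, 1% DMSO final; Probe or stimulus: Venus-CBFb 100 nM.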
NPY-Y1 antag: blocks the human neuropeptide Y Y1 receptor; P25929; HEK293-CNG Y1 cells, membrane potential fluorescence; NPY at EC95, then isoproterenol; inhibition, % at 3.6 µM; 200,000 tested, 1% active; AID 1040;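 active = inhibition above the campaign mean inhibition of all tested compounds plus 3 SD, cut at about 20% in these data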;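 also: 0% = DMSO wells given NPY plus isoproterenol and 100% = isoproterenol alone without NPY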
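Test system: HEK293 cells co-expressing NPY Y1 receptor and cyclic-nucleotide gated channel; Also added: NPY (25 nM), isoproterenol (1 µM), Ro 20-1724 (25 µM); Compound dosing: one concentration, 3.6 µM, in 0.4% DMSO; Timing: dye 3 h, compound 60 min room temperature, stimulation 45 min; Technique: Membrane-potential fluorescent dye readout.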
NPY-Y2 PAM-ag: potentiators or agonists of human neuropeptide Y receptor Y2. cells expressing NPY-Y2, potentiator/agonist read-out. activation, % at 3.6 µM. 220,000 tested, 0.45% active. AID 1359; in the data active = activation above about 27%;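 also: cells stimulated with NPY near EC25 plus isoproterenol at EC100; 0% = vehicle plus submaximal agonist and 100% = vehicle plus saturating agonist; some results beyond the cut were filed as inactive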
Target sequence (P49146 whole entry, looked up): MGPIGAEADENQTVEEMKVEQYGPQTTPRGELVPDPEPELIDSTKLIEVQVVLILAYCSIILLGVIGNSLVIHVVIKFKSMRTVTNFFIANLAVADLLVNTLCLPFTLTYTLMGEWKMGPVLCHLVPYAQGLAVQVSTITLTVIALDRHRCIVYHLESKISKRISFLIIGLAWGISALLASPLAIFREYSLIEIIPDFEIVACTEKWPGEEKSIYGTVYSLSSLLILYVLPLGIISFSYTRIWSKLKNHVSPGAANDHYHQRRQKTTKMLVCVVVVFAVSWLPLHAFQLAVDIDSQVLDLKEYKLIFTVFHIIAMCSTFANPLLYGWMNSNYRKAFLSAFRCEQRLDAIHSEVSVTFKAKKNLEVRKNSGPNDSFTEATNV
Runt-SMMHC FRET: blocks binding of human RUNX1 Runt domain to CBFb-SMMHC; Q01196+Q13951; Cerulean-Runt/Venus-CBFb-SMMHC FRET ratio 530/480, 1 h; inhibition, % at 20 µM; 220,000 tested, 0.74% active; AID 1434;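 active = mean inhibition across duplicate retests at 20 µM reaching about 50%, limit read from the data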;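 also: 0% = DMSO wells and 100% = wells with excess untagged CBFb-SMMHC; inhibitors lower the FRET ratio by blocking Runt binding to CBFb-SMMHC; some results filed as inactive read as strong as hits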
p97 ATPase inh: inhibitors of human p97 ATPase; recombinant p97 ATPase, Kinase-Glo ATP luminescence, 3 h; inhibition, % at 8 µM; P55072; AID 1481; 220,000 tested, 0.42% active; in the data active = inhibition above about 15%;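 also: 0% = DMSO vehicle and 100% = wells lacking enzyme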
NPY1 pot ag: potentiates or activates human NPY-Y1 receptor. P25929. NPY-Y1 expressing cells, potentiator/agonist activation. activation, % at 3.6 µM. 220,000 tested, 0.37% active. AID 1304; in the data active = activation above about 33%, passing the limit was not always enough;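 also: cells stimulated with NPY at EC10 then isoproterenol at EC100; 0% = low agonist plus stimulus and 100% = saturating agonist plus stimulus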
Mdm2 ligase inh: Mdm2 E3 ligase (human) inhibition; signal enhancement, % at 5 µM; AID 1230; cell-based MDM2 ubiquitination luciferase reporter, 2 h; 0 = plate control, 100 = twice control, blank-subtracted; 210,000 tested, 0.11% active; Q00987;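 active = signal enhancement of 30% or more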;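 also: luminescence tracks abundance of the self-degrading MDM2-luciferase fusion protein; higher signal means inhibition of MDM2 E3 ligase activity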
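Assay system: stable mammalian line carrying autodegrading MDM2–luciferase fusion reporter; amount: 2000 cells seeded into each well; buffer or medium: DMEM; benchmarks: plate control and blank wells; signal: luciferase luminescence; timing: 2 h compound exposure at 37 °C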
Hck-Nef inh: blocks Nef-activated human Hck kinase | P08631 | Recombinant Hck-YEEI plus Nef, Z-Lyte FRET kinase assay | inhibition, % at 20 µM | 220,000 tested, 0.68% active | AID 463187;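 active = Hck-Nef kinase inhibition above about 50%, limit read from the data; inactive = inhibition below that limit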;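 also: 0% = DMSO with Hck plus Nef and 100% = Hck alone without Nef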
Active calls of the source: *; · = not tested or not shown.

Compound	RBBP9 inhibitor	Runt-CBFb FRET	NPY-Y1 antag	NPY-Y2 PAM-ag	Runt-SMMHC FRET	p97 ATPase inh	NPY1 pot ag	Mdm2 ligase inh	Hck-Nef inh
Cc1ccc(Cn2ccc(NC(=O)c3cc(C)on3)n2)cc1	-2.0	-1.7	3.8	-1.0	2.0	-1.1	-6.4	13.9	0.1
COc1ccc(S(=O)(=O)N2CCN(CCC(=O)Nc3ccccc3F)CC2)cc1	-2.9	-0.6	12.4	-5.7	10.7	-4.8	-28.2	2.5	-1.8
O=C(CN1C(=O)NC2(CCOc3ccccc32)C1=O)Nc1ccc2c(c1)OCCO2 (centres undefined)	-11.6	2.2	-4.6	3.9	1.8	5.8	6.1	-37.8	1.6
COc1cc(C2Nc3ccccc3C(=O)N2c2ccccc2OC)ccc1O (centres undefined)	4.7	3.2	-1.5	13.7	-5.6	5.1	12.4	-7.3	2.4
COC(=O)[C@@]1(Cc2ccc(F)cc2)[C@H]2c3cc(C(=O)N(C)C)n(Cc4ccc(OC)c(OC)c4)c3C[C@H]2CN1C(=O)c1ccccc1	-4.2	0.7	6.6	-1.0	3.0	-0.3	16.9	·	-0.1
CCOc1ccccc1OCC(=O)Nc1ccc(S(=O)(=O)N(C)C)cc1	-6.5	-2.0	-11.2	4.8	-7.2	-0.2	-9.6	-6.3	-0.5
Cc1cccc(NC(=O)Cn2cnc3c(oc4ccccc43)c2=O)c1	-5.8	2.7	3.7	7.7	1.0	4.8	11.6	-12.8	26.9
Cc1ccc(N(CC(=O)Nc2ccc(-c3nc4ccc(C)cc4s3)cc2)S(C)(=O)=O)cc1	-8.3	-2.6	2.7	-7.2	-1.3	-6.2	5.8	-23.3	-0.4
Cc1nn(C)cc1C(=O)NNC(=S)Nc1ccc(Cl)cc1	-2.8	0.8	-0.9	6.2	0.9	1.8	-2.1	-19.1	-0.3
Cc1cc(Cl)c(S(=O)(=O)NC(C(=O)O)C(C)C)cc1OCC(=O)NC1CCCCC1 (centres undefined)	1.4	1.5	5.1	-3.2	-1.0	-0.9	-19.7	-0.9	-0.9
CCOCN(C(=O)Cn1c(C(C)O)nc2ccccc21)c1c(C)cccc1CC (centres undefined)	1.1	-1.7	9.3	-1.7	1.5	-2.1	10.7	-4.2	8.3
CCc1cccc(CC)c1NC(=S)NCc1ccc2c(c1)OCO2	-2.3	0.3	7.8	7.2	2.6	4.7	4.2	-4.2	5.5
CCC1CCCCN1C(=S)NCc1ccccc1 (centres undefined)	-2.9	0.0	-3.5	7.3	-0.7	4.1	20.5	-10.8	3.1
COc1ccc(-c2cc(C(F)(F)F)nc(SCC(=O)NCc3cnn(C)c3C)n2)cc1OC	-12.0	10.1	4.3	4.0	1.6	-5.0	-4.5	34.8*	-5.8
Cc1cccc(N2CCN(CC(O)COc3ccccc3Cl)CC2)c1 (centres undefined)	4.3	0.5	·	-21.1	-2.2	2.8	35.1	·	16.0
Cc1ccccc1-n1c(SCc2c(C)noc2C)nnc1-c1cccnc1	-8.1	-3.9	6.2	-16.8	-13.2	-3.2	7.7	-19.1	1.5
CC(OC(=O)c1ccccc1NCc1ccco1)C(=O)Nc1ncc(Cl)cc1Cl (centres undefined)	-5.8	-4.1	5.2	-9.8	2.4	-1.2	-8.9	-38.4	3.4
COc1ccc(-n2c(=O)c(NC(=O)c3ccccc3)c3n(c2=S)CCCCC3)cc1	-9.0	-0.8	4.0	2.9	3.2	-0.9	-12.0	-5.6	27.4
Cc1cccc(OCc2nnc(SCC(=O)Nc3ccc(C)c(Cl)c3)o2)c1	2.5	2.3	1.9	-4.6	-2.4	1.3	-23.4	-10.6	1.5
O=C(N1CCOCC1)N1CCC(n2nnc3ccccc32)CC1	3.4	1.3	-4.0	0.8	0.7	3.0	19.5	-15.3	-3.6

Ordered by heavy-atom count (lowest first): part of the list above
Compound	RBBP9 inhibitor	Runt-CBFb FRET	NPY-Y1 antag	NPY-Y2 PAM-ag	Runt-SMMHC FRET	p97 ATPase inh	NPY1 pot ag	Mdm2 ligase inh	Hck-Nef inh
COc1cc(C2Nc3ccccc3C(=O)N2c2ccccc2OC)ccc1O (centres undefined)	4.7	3.2	-1.5	13.7	-5.6	5.1	12.4	-7.3	2.4
CC(OC(=O)c1ccccc1NCc1ccco1)C(=O)Nc1ncc(Cl)cc1Cl (centres undefined)	-5.8	-4.1	5.2	-9.8	2.4	-1.2	-8.9	-38.4	3.4
O=C(CN1C(=O)NC2(CCOc3ccccc32)C1=O)Nc1ccc2c(c1)OCCO2 (centres undefined)	-11.6	2.2	-4.6	3.9	1.8	5.8	6.1	-37.8	1.6

The list continues.
Compound	RBBP9 inhibitor	Runt-CBFb FRET	NPY-Y1 antag	NPY-Y2 PAM-ag	Runt-SMMHC FRET	p97 ATPase inh	NPY1 pot ag	Mdm2 ligase inh	Hck-Nef inh
O=S(=O)(c1ccc(Cl)cc1)N1CCCN(c2nc3ccc(Cl)cc3s2)CC1	-2.8	0.4	·	22.1	-6.0	4.7	7.7	-2.4	4.2
COc1ccc(-c2cc3nc(-c4ccccc4)cc(N4CCC5(CC4)OCCO5)n3n2)cc1	-8.2	-3.0	5.2	-4.0	9.9	-6.3	-0.1	0.2	4.3
S=C(NCc1ccc(Cl)cc1)NN1CCOCC1	-4.0	1.4	-2.1	7.7	-0.3	2.8	16.1	9.3	16.8
CCS(=O)(=O)Nc1ccc(Cc2ccc(NS(=O)(=O)CC)cc2)cc1	-6.2	0.0	2.0	11.0	3.2	5.3	20.2	-24.7	7.7
CC(C)(C)NC(=O)c1nc2nc(-c3ccccc3)cc(C(F)(F)F)n2n1	1.8	-4.2	-0.8	-7.2	-0.6	1.8	13.6	4.4	3.7
CC(=O)Nc1ccc(OCC(O)CN2C(C)(C)CC(O)CC2(C)C)cc1 (centres undefined)	-7.7	0.8	1.8	7.2	-1.8	3.0	-2.1	·	0.8
COc1cc(C)ccc1OCCCOc1ccccc1Br	-4.7	29.0	5.0	-0.6	-2.3	-7.2	-23.6	-6.1	-0.7
Cc1cc(C)c(NC(=O)COC(=O)C2CCC(=O)N2)c(C)c1 (centres undefined)	-2.5	-2.1	-1.7	-5.2	2.4	-6.9	2.3	-18.6	-1.3
Cc1cc(/C=C2/SC(=S)N(c3cccc(C(F)(F)F)c3)C2=O)c(C)n1-c1cccnc1	-0.2	·	48.3*	6.7	·	3.2	-77.8	·	0.2
Cc1ccc(-c2csc(NC(=O)CSc3nc(C)cc(=O)[nH]3)n2)cc1	-7.1	2.8	1.1	-9.4	-0.4	-3.5	-20.3	-15.0	-2.2
O=C(Cc1ccc(-n2c(=O)c3ccccc3n(CC(=O)Nc3ccc(F)cc3F)c2=O)cc1)NCc1ccco1	-7.6	-1.3	-5.5	-8.1	-4.7	4.9	7.4	-11.1	-2.5
COc1cc(C(c2c(C)[nH][nH]c2=O)c2c(C)[nH][nH]c2=O)ccc1OC(=O)c1cccc([N+](=O)[O-])c1	-1.2	2.8	11.0	-6.2	2.2	-6.6	6.4	-13.7	0.0
OCCN(CCO)c1nc(-c2ccccc2)nc2c1oc1ccccc12	2.9	1.8	-11.4	3.9	3.9	0.1	14.5	-1.5	18.1
Cc1cc(C)n2nc(Nc3ccccc3)cc2n1	-1.4	3.9	-1.5	12.4	0.6	1.2	10.2	-10.9	2.6
CCOc1ccc(C(=O)NCCCN2CCCC2=O)cc1	1.6	1.0	4.3	1.7	-3.7	3.0	-8.0	-1.7	-1.2
C=CCN(CC=C)C(=O)c1cccc(S(=O)(=O)N2c3ccccc3CC2C)c1 (centres undefined)	-6.1	-0.8	·	-7.5	1.7	-1.4	-15.7	·	25.6
CC(C)(C)OC(=O)NCc1nc(N)n[nH]1	-11.5	-4.7	1.3	-15.1	-8.5	-3.8	-3.5	-8.3	0.4
CCCCNC(=O)C1CCCN(S(=O)(=O)c2ccc(S(=O)(=O)NCC(C)C)cc2)C1 (centres undefined)	5.1	1.0	-2.1	0.3	-0.7	-1.3	15.2	4.4	1.9
CC(C)CC(c1nnnn1CC1CCCO1)N1CCN(Cc2ccc3c(c2)OCO3)CC1 (centres undefined)	6.9	-0.3	6.8	-0.9	2.7	4.4	-7.3	-10.8	0.3
CC(=O)Nc1ccc(S(=O)(=O)N[C@@H](C)C(=O)OCc2ccc(Cl)cc2)cc1	-6.6	1.4	-1.3	11.9	1.0	6.8	19.8	·	1.0
CN(C)CCCCCNCCCNC(=O)/C=N\O	-2.5	-1.8	2.2	4.8	0.8	4.4	-6.2	-4.4	0.6
CC(=O)Nc1ccc(C(=O)NNC(=O)CCc2ccccc2)cc1	-6.8	-0.7	-5.7	9.1	2.7	2.5	0.7	-10.2	2.4
CS(=O)(=O)N(CC(=O)N1CCCC1)Cc1ccc(Cl)cc1	-7.7	-1.1	6.0	13.8	1.4	3.2	-15.2	-0.4	0.9
CCc1ccccc1NC(=O)c1ccoc1C	-5.7	-3.1	-4.1	2.5	-1.0	-7.0	-39.5	-3.6	-0.4
COc1ccc(NC(=O)CSc2nc(C)cs2)cc1	1.7	-0.7	5.5	9.8	1.6	0.0	-4.6	-8.0	1.0
O=C(CCC(=O)N1CCN(c2ccc(O)cc2)CC1)c1ccc(Br)cc1	0.7	43.0	·	-20.0	-5.5	6.3	-5.2	-7.5	10.6
CCc1ccc(C(C)NC(=O)/C=C/c2ccc(Br)cc2)cc1 (centres undefined)	-6.0	-0.9	19.0	-19.5	-5.0	-4.5	-28.8	-3.9	4.0
